Bioassay records as filed in PubChem BioAssay.
TDP-43 yeast inh = rescues yeast growth from TDP-43 toxicity. TDP-43 expressing yeast growth rescue, BacTiter-Glo, 24 h. Potency, µM (highest dose often 46.1 µM), inactives show at the highest dose growth rescue (activation), usual class: activators. hit rate 1.8% among 410,000; note: % of control where 0% means no effect; nearly all actives have a fitted effect of over 50% in size
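Luminescence from BacTiter-Glo reports growth of TDP-43-expressing yeast after 24 hr at 30 deg C with compound. Cells were raffinose-pregrown to mid-log, then seeded in galactose medium at OD600=0.02.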
FUS suppressor = FUS proteinopathy suppression in yeast; S. cerevisiae FUS-expressing, growth rescue, OD600, 24 h; hit rate 0.24% among 390,000; Potency, µM (titrated, usually from 76.6 µM), without a hit: at the top dose growth rescue (activation), most hits filed as activators;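 note: plate controls were DMSO vehicle for no effect and reference control for full effect; nearly all actives have a fitted effect of over 55% in size; some results filed as inactive show a strong effect at the top dose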
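S. cerevisiae expressing FUS from galactose induction served as the toxicity model. Growth after 24hr at 30C, read as absorbance at 600 nm, indicates suppression of toxicity; compounds dosed at several concentrations.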
PTHR1 ag = PTHR1 (human) receptor agonism; hit rate 0.075% among 410,000; HEK293 GP2 PTHR1 cells, GloSensor cAMP luminescence, 1 h; Q03431; Potency, µM (top dose mostly 115 µM), without a hit: at the highest dose activation, most hits filed as activators; note: nearly all actives have a fitted effect of over 55% in size; some results filed as inactive show a strong effect at the top dose; inactives centre near -15; many of its hits are not listed in these tables
Target sequence (Q03431 whole entry, looked up): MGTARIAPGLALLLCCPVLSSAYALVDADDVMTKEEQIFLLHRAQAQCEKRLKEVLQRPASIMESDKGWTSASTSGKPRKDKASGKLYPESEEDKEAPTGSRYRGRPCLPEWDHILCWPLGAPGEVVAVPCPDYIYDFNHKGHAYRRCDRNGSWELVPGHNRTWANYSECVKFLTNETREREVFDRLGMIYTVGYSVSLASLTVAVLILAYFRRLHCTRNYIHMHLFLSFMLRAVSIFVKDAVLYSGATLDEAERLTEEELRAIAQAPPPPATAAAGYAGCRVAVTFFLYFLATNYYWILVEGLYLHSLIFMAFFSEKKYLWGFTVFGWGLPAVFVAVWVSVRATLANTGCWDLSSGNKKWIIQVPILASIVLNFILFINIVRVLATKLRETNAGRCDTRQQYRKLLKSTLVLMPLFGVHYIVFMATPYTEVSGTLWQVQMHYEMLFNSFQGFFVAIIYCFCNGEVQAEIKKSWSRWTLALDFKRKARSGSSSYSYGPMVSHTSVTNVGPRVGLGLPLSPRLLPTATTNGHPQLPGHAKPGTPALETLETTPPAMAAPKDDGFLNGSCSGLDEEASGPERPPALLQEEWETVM
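HEK-293-derived GP2 cells expressing PTHR1 and a GloSensor cAMP reporter, 3,000/well, plated overnight, given luciferin plus IBMX (each 0.5 mM as added) for 1 h at 37 °C, then compound for 1 h at 37 °C. Luminescence was read after 15 min at room temperature.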
* hit, by the source's call; i = inactive; u = inconclusive; [ ] = dose if it differs, or a comment. Calls come from the whole dose curve; as a rule, active = well fitted curve in the direction sought with a large enough effect; inconclusive = small, poorly fitted or top-dose-only effect, or another doubt; inactive = no such curve, though single readings can be large; an effect the other way counts as inactive or inconclusive. Potency is the fitted concentration of half-maximal effect. Some of the compounds tested; rates above refer to the full screens.

SMILES	TDP-43 yeast inh	FUS suppressor	PTHR1 ag
O=C(COc1ccc(Cl)cc1)NCCc1csc(-c2ccc(F)cc2)n1	11%	7%	i
CC(NC(=O)CN1C(=O)COc2ccc(Cl)cc21)c1ccccc1 (stereo not drawn)	0%	-8%	-22%
COc1ccc(OC)c(CNC(=O)Cc2ccc(NC(=O)N3CCSc4ncccc43)cc2)c1	-3%	21%	-18%
Cn1nc(-c2ccc(OCC(=O)Nc3cccc(C(F)(F)F)c3)cc2)c2ccccc2c1=O	4%	25%	-33%[inhibitor]
COC(=O)c1ccc(NC(=O)CSc2nc(=O)[nH]c3c2CCCC3)cc1	u	-14%	i
CCOc1ccccc1CNC(=O)C1CCN(C(=O)N2CCOc3ccc(Cl)cc32)CC1	0%	30%	-15%
O=C(NCc1cccc(Br)c1)C1CCCCN1S(=O)(=O)c1ccc(F)cc1 (stereo not drawn)	u	30%	-86%[inhibitor]
COC(=O)c1ccc(Nc2ncnc3c2cnn3-c2ccccc2)cc1	-3%	8%	-38%[inhibitor]
O=C(CSc1oc(-c2ccco2)nc1S(=O)(=O)c1ccc(Br)cc1)c1ccc(Cl)cc1	17%	27%	-2%
COc1cc2ccccc2cc1C(=O)Nc1ccc2oc(-c3ccc(F)cc3Cl)nc2c1	14%	15%	-5%
COc1ccc(Cn2c(=O)c3oc4ccccc4c3n(CC(=O)Nc3ccc(F)cc3F)c2=O)cc1	-6%	3%	8%
COc1cccc(/C=C/c2nc(C#N)c(N(C)Cc3ccccc3)o2)c1	14%	25%	i
CC(=O)Nc1cccc(-c2nc(-c3ccccc3)no2)c1	2%[9.22 µM]	-20%	-27%
CCOc1ccc(-c2nc3c(c(CC)nn3-c3ccccc3)c3cc(OC)c(OC)cc23)cc1	4%	41%	-1%
Cc1ccc(CNS(=O)(=O)c2ccc(C(=O)N(C)C)s2)cc1	12%	-12%	-1%
CCc1cccc(C)c1NC(=O)C(CC)n1ncn2c(cc3cc(C)ccc32)c1=O (stereo not drawn)	24%	22%	i
O=C(NCc1ccc(Cl)cc1)C(=O)NCC(c1ccc2c(c1)OCO2)N1CCOCC1 (stereo not drawn)	18%	5%	i
Cn1c(=O)c2c(nc(SCC(=O)Nc3ccccc3)n2Cc2ccccc2F)n(C)c1=O	22%	-30%	i
CN(Cc1ccccc1)C(=O)CCS(=O)(=O)c1cc(Br)cc2c1N(C(=O)C1CC1)CC2	1%	43%	-5%
CCCC(=O)NCC(c1ccc2c(c1)OCO2)N1CCN(c2ccccc2)CC1 (stereo not drawn)	10%	-13%	2%
Cc1ccc(NC(=O)Cn2cc(C(=O)C3CCCCC3)c3ccccc32)c(C)c1	16%	-12%	-11%
COc1ccc(CNC(=O)c2cc(-c3cccs3)nc3ccccc23)c(OC)c1	-15%	14%	-26%
Cc1ccn2c(=O)cc(COc3ccc(NC(=O)c4ccccc4F)cc3)nc2c1	12%	-12%	-12%
CCCc1ccc(OC(C)c2nc(-c3ccc(-n4cccc4)cc3)no2)cc1 (stereo not drawn)	20%	10%	-30%[inhibitor]
Cc1ccc(C(=O)N2CCC(C(N)=O)CC2)cc1NC(=O)c1nsc2ccccc12	11%	19%	i

A run of entries of the results above, as a working copy:
SMILES	TDP-43 yeast inh	FUS suppressor	PTHR1 ag
O=C(COc1ccc(Cl)cc1)NCCc1csc(-c2ccc(F)cc2)n1	11%	7%	i
CC(NC(=O)CN1C(=O)COc2ccc(Cl)cc21)c1ccccc1 (stereo not drawn)	0%	-8%	-22%
COc1ccc(OC)c(CNC(=O)Cc2ccc(NC(=O)N3CCSc4ncccc43)cc2)c1	-3%	21%	-18%
Cn1nc(-c2ccc(OCC(=O)Nc3cccc(C(F)(F)F)c3)cc2)c2ccccc2c1=O	4%	25%	-33%[inhibitor]
COC(=O)c1ccc(NC(=O)CSc2nc(=O)[nH]c3c2CCCC3)cc1	u	-14%	i
CCOc1ccccc1CNC(=O)C1CCN(C(=O)N2CCOc3ccc(Cl)cc32)CC1	0%	30%	-15%
O=C(NCc1cccc(Br)c1)C1CCCCN1S(=O)(=O)c1ccc(F)cc1 (stereo not drawn)	u	30%	-86%[inhibitor]
COC(=O)c1ccc(Nc2ncnc3c2cnn3-c2ccccc2)cc1	-3%	8%	-38%[inhibitor]
O=C(CSc1oc(-c2ccco2)nc1S(=O)(=O)c1ccc(Br)cc1)c1ccc(Cl)cc1	17%	27%	-2%
COc1cc2ccccc2cc1C(=O)Nc1ccc2oc(-c3ccc(F)cc3Cl)nc2c1	14%	15%	-5%
COc1ccc(Cn2c(=O)c3oc4ccccc4c3n(CC(=O)Nc3ccc(F)cc3F)c2=O)cc1	-6%	3%	8%

Continuation:
SMILES	TDP-43 yeast inh	FUS suppressor	PTHR1 ag
COc1ccc(-n2nc(C(=O)N3CCCC(C)C3)c3c4ccccc4n(C)c3c2=O)cc1 (stereo not drawn)	u	16%	i
Cc1cc(=O)n(Cc2cccc(Cl)c2)c2c1c(C)nn2C	0%	-9%	i
Cn1c(=O)c2c(-c3ccccc3Cl)n(-c3cc(Cl)ccc3O)cc2n(C)c1=O	9%	-21%	-7%
COc1ccccc1CNC(=O)CN1C(=O)CCc2cc(S(=O)(=O)N3CCCCC3)ccc21	u	29%	i
C=C(C)CSc1nc2sc3c(c2c(=O)n1-c1ccccc1)CC(C(C)C)OC3 (stereo not drawn)	9%	-22%	i
Cc1ccc2c(c1)-c1c(cnn1CC(=O)N1CCN(c3cc(Cl)ccc3C)CC1)CO2	18%	-13%	-5%
CCC1CN(C(=O)N2CCC(C(=O)NCc3ccc(OC)cc3OC)CC2)c2cc(C)ccc2O1 (stereo not drawn)	1%	u	-32%[inhibitor]
COc1ccc(-c2nn(-c3ccc(F)cc3)c3c2cnc2ccc(F)cc23)cc1OC	7%	0%	-18%
CCOc1ccc(NC(=O)CC2C(=O)N(c3ccc(F)cc3)C(=O)N2Cc2ccc(OC)c(OC)c2)cc1 (stereo not drawn)	8%	23%	-10%
COc1ccc(OC)c(Nc2ncnc3c2cnn3-c2cccc(Cl)c2)c1	u	10%	i
COc1ccc(NC(=O)c2c(C)oc3ccc(O)c(CN4CCN(C)CC4)c23)cc1Cl	10%	-5%	-25%
COCCCNC(=O)C1CCN(c2nn3cc(-c4ccc(F)cc4)nc3s2)CC1	9%	1%	-37%[inhibitor]
CCOC(=O)c1cc(S(=O)(=O)Nc2ccc(OC)c(Cl)c2)[nH]n1	9%	-1%	-16%
Cc1ccccc1CN1CCCN(CC(=O)Nc2ccc(F)cc2)S1(=O)=O	14%	-24%	-20%
COc1cc(OC)c(OC)cc1CN1CCc2nc(N3CCN(c4ncccn4)CC3)ncc2C1	15%	1%	-62%[inhibitor]
CCOc1ccc(S(=O)(=O)n2nc(C)c(S(=O)(=O)N3CCCCCC3)c2C)cc1	14%	7%	-44%[inhibitor]
Cc1cc(NS(=O)(=O)c2ccc(NC(=O)COc3ccc(Cl)cc3)cc2)nc(C)n1	28%	17%	-5%
Cc1cc(C)cc(N2CC(c3nc(-c4cccc(Cl)c4)no3)CC2=O)c1 (stereo not drawn)	0%	23%	i
CCN1CCN(c2nnc(-n3cccc3C(=O)NCc3ccccc3OC)s2)CC1	-5%	-1%	i
O=C(Nc1ccccc1)N(Cc1cccs1)c1ccc(F)cc1	5%	-15%	i
CC1CCN(c2nc3ccccc3nc2C(F)(F)F)CC1	21%	-9%	i
O=C(NC1CCN(Cc2ccccc2)CC1)c1ccc(Cn2c(=O)c3ccccc3n(Cc3cccc(F)c3)c2=O)cc1	23%	-18%	-18%
Cc1ccc(C)c(NC(=O)C2CCN(c3nn4c(=O)cc(C)nc4s3)CC2)c1	-2%	-5%	i
Cc1ccc(Cl)cc1Nc1sc(C(=O)c2ccc(F)cc2)c(N)c1S(C)(=O)=O	6%	13%	-30%
CC1=C(C(=O)Nc2ccc(C)cc2C)C(c2cccs2)n2nc(SCc3ccc(Cl)cc3)nc2N1 (stereo not drawn)	21%	-21%	-9%

Additional structures follow.
SMILES	TDP-43 yeast inh	FUS suppressor	PTHR1 ag
COc1ccccc1N1CCN(C(CNC(=O)C(=O)NCc2cccnc2)c2cccnc2)CC1 (stereo not drawn)	14%	-10%	-7%
COc1ccc(OC)c(NC(=O)CN(c2ccccc2OC)S(=O)(=O)c2ccc(C)cc2)c1	0%	u	-17%
CC(C)NC(=O)c1ccc(NC(=O)N2CCCCc3ccccc32)cc1	13%	11%	-15%
CCCN(CCC)C(=O)C1CCN(c2cc(C)nc3c(-c4ccc(Cl)cc4)c(C)nn23)CC1	13%	-39%	-27%
Cc1ccc(Nc2c(-c3ccc(C)s3)nc3ncccn23)cc1	18%	-15%	-28%
O=C(Cc1ccc(Cl)cc1)Nc1ccc2oc(-c3ccccc3)nc2c1	18%	5%	i
CN(C)c1ccc(C(CNC(=O)c2ccc(C(C)(C)C)cc2)N2CCCC2)cc1 (stereo not drawn)	3%	6%	-3%
COc1ccc(-c2cc(C(F)(F)F)n3nc(C(=O)Nc4sc5c(c4C#N)CCC(C)C5)cc3n2)cc1OC (stereo not drawn)	20%	4%	-23%
COc1ccc(C(c2c(O)cc(C)n(Cc3ccco3)c2=O)N2CCN(c3ccccc3)CC2)cc1 (stereo not drawn)	14%	34%	-2%
Cc1ccc(S(N)(=O)=O)cc1NC(=O)c1c(-c2c(Cl)cccc2Cl)noc1C	7%	4%	-48%[inhibitor]
CCOc1cc(C(=O)Nc2ccc3oc(-c4ccc(F)cc4Cl)nc3c2)cc(OCC)c1OCC	28%	9%	-63%[inhibitor]
Cc1ccc(CNS(=O)(=O)c2ccc3c(c2)CCN3S(C)(=O)=O)cc1	-3%	8%	-63%[inhibitor]
O=C(Cc1ccc(F)cc1)N1CCC(c2nc3c(nnn3Cc3ccc(F)cc3)c(=O)[nH]2)CC1	2%	u	-2%
COc1ccc2oc(=O)c(-c3csc(/C(C#N)=C/c4ccc(F)cc4)n3)cc2c1	6%	16%	24%
Fc1ccc2c(c1)-c1nc(-c3ccccc3)cc(-c3ccccc3)c1CO2	14%	-8%	i
CCC12CN3CC(C)(CN(C1)C3c1c(C)[nH]c3ccccc13)C2=O (stereo not drawn)	8%	-24%	i
Cc1ccccc1CNC(=O)c1ccc(NC(=O)c2nsc3ccccc23)cc1	u	27%	-20%
COc1ccc(CNc2nc(-c3ccc(OC)c(OC)c3)cc(C(F)(F)F)n2)cc1	u	-9%	i
O=C(NCc1cccc(F)c1)c1ccccc1NC(=O)c1nsc2ccccc12	-6%	16%	u
O=C(NCc1cccc(F)c1)C1=Cc2cc(Br)ccc2OC1	16%[9.22 µM]	13%	i
CCN(CC)S(=O)(=O)c1ccc2oc(C(=O)NCc3ccccc3OC)c(C)c2c1	u	40%	-3%
Cc1cccc(Cc2c(C)nc3nc(SCc4ccccc4F)nn3c2C)c1	-5%	23%	i
Cc1c(CNC2CCCCCC2)c(C(=O)O)c(C)n1Cc1ccc(F)cc1Cl	-4%	-5%	-5%
CCc1cccc(NC(=O)c2cn3c4c(ccc(Cl)c4c2=O)OC(C)C3)c1 (stereo not drawn)	23%	-12%	-4%
Cc1cc(C)cc(Nc2nc3ccccc3n3cnnc23)c1	24%	-14%	u

Remaining list, next part
SMILES	TDP-43 yeast inh	FUS suppressor	PTHR1 ag
Cc1cc(-c2ccc(S(=O)(=O)Nc3ccc(Cl)cc3C)cc2)on1	16µM*	5%	-12%
CCn1cc2nc(SCc3cc(C)ccc3C)n(Cc3ccc(Cl)cc3)c(=O)c2n1	10%	-5%	i
CC1=C(C(=O)Nc2cccnc2)C(c2ccc(F)cc2)n2nc(SCc3ccccc3)nc2N1 (stereo not drawn)	13%	-3%	-30%[inhibitor]
Cc1nnc(N2CCC(C(=O)NCc3cccc(Cl)c3)CC2)c2nn(-c3ccccc3)c(C)c12	5%	13%	-17%
Cc1ccc(NC(=O)c2cc3nc(-c4ccc5c(c4)OCO5)cc(C(F)(F)F)n3n2)cc1Cl	25%	6%	-15%
COc1ccc(-c2nc3scc(CCNS(=O)(=O)c4c(C)cc(C)cc4C)n3n2)cc1OC	22µM*	40%	-74%[inhibitor]
CCSc1ncc(Cl)c(C(=O)Nc2cccc(Cl)c2)n1	25%	6%	i
Cc1ccc(-c2nc3ccccn3c2Nc2c(C)cccc2C)o1	u	1%	-5%
CCC(C(=O)O)n1ccc2cc(S(=O)(=O)N3CCCCC3)ccc21 (stereo not drawn)	17%	1%	-12%
CC1=C(c2ccc(C)cc2)S(=O)(=O)NC1=NCCCN1CCN(c2cc(C)ccc2C)CC1	15%	25%	-18%
Cc1cc(C)nc(NS(=O)(=O)c2ccc(NC(=O)c3ccccc3O)cc2)n1	-3%	6%	u
CCOc1ccc(-n2c(SCC(=O)Nc3ccc(CC)cc3)nc3c(oc4ccccc43)c2=O)cc1	14%	1%	-31%[inhibitor]
CCOc1ccc(CCNC(=O)C2COc3ccccc3C2)cc1OCC (stereo not drawn)	27%	5%	-15%
O=S(=O)(c1ccccc1)c1nc(-c2cccs2)oc1N1CCCCC1	1%	4%	i
